PKA-R2B activ: PKA-R2B complex activation | PKA-R2B holoenzyme dissociation, Cy5-IP20 fluorescence polarization; R2B truncated from residue 108, S112A mutant; 0% DMSO only, 100% 113 µM cGMP | activation, % at 11.4 µM | 0.079% of 340,000 active | AID 504700;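 active = activation above a cutoff set at the mean over all compounds plus 3 SD, cut at about 18% in these data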;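 also: higher means more holoenzyme dissociation and a rise in polarization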
Target sequence (P31323 whole entry, looked up, other chains not shown, the tested form may be a part): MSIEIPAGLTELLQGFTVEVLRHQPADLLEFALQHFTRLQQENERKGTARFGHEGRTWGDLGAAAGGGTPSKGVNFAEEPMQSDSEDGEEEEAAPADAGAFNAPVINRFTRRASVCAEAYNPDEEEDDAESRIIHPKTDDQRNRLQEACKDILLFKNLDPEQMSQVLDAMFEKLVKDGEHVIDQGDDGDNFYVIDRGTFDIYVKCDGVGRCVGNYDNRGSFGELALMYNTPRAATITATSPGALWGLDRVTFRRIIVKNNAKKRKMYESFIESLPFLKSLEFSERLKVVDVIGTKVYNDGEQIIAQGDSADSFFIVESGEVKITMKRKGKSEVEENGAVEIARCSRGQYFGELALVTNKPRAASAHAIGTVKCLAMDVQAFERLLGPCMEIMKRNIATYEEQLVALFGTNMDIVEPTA
NSD2 inh: NSD2 (human) methyltransferase inhibition; AID 743445; O96028; inhibition, % at 12.5 µM; 0.54% of 310,000 active; NSD2 peptide methylation, AlphaScreen, 120 min; in the data active = inhibition above about 50%
C-LANA FP: inhibitors of KSHV LANA C-terminal domain DNA binding. inhibition, % at 9 µM. MBP-C-LANA/FAM-LBS DNA binding, fluorescence polarization. 0.078% of 340,000 active;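 active = highest replicate inhibition at or above 60% at 9 µM, even if other replicates fall short; inactive = all replicates below 60% inhibition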;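 also: 0% = neutral control wells and 100% = 4 µM acridine orange control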
Keap1 Nrf2 FP: disrupts human Keap1 binding to Nrf2 peptide. Q14145. Keap1 Kelch-Nrf2 peptide fluorescence polarization, 1536-well. 0.15% of 340,000 active. inhibition, % at 9.4 µM; in the data active = inhibition above about 12%;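 also: human Keap1 Kelch domain with fluorescein labeled Nrf2 9mer peptide probe; 0% = neutral control wells and 100% = peptide positive control; higher means more block of Keap1 binding to Nrf2 peptide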
Target sequence (Q14145 whole entry, looked up, the tested form may be a part): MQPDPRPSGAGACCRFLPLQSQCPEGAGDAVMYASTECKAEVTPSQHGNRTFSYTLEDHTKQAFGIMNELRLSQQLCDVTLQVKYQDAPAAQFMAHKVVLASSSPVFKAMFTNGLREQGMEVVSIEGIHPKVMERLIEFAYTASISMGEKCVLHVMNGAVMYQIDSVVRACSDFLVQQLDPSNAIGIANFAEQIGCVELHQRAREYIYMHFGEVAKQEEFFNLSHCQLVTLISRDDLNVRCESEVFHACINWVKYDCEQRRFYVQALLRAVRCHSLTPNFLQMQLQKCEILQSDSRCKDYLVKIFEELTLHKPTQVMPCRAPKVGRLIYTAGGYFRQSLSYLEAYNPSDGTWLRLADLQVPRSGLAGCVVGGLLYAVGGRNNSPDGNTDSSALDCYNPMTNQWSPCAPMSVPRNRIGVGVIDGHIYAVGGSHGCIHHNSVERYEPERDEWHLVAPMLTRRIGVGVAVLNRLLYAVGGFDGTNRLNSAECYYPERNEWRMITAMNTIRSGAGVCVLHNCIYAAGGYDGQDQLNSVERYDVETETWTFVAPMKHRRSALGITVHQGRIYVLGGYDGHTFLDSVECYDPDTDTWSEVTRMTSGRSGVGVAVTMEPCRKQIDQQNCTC
SR-BI uptake up: enhances SR-BI lipid uptake from DiI-HDL; CHO ldlA[mSR-BI] cells, DiI-HDL uptake fluorescence, 3 h; 100 = double the neutral-control signal; activation, % at 12.5 µM; 0.096% of 320,000 active; AID 504775;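 active = mean replicate activation of at least 60% and every replicate at or above 60%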;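 also: 0% = median plate neutral-control signal and 100% = twice that signal; values of inactives mirror those of a sister screen read the other way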
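Material – SR-BI-overexpressing, LDLR-lacking CHO cells · Medium – BSA-supplemented, HEPES-buffered Ham's F12, pH 7.4 · Doses – single concentration · Times – compound with DiI-HDL co-incubation, 3 h at 37 °C · Measured by – bottom-read fluorescence, 550/595 nm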
DAGLB inhibitor: diacylglycerol lipase beta (human) inhibition; inhibition, % at 5.17 µM; 0.059% of 340,000 active; HEK293T DAGLB membrane lysate, EnzChek fluorogenic substrate; Q8NCG7; in the data active = inhibition above about 34%;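 also: 0% = enzyme with vehicle and 100% = wells lacking enzyme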
PvdQ inh: P. aeruginosa PvdQ acylase inhibition | 0.063% of 340,000 active | purified PvdQ acylase, fluorescence plate reader | AID 488965 | inhibition, % at 10 µM; in the data active = inhibition above about 30%, passing the limit was not always enough;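 also: 0% = vehicle neutral wells and 100% = reference inhibitor wells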
Arr AP2 block: human beta-arrestin and AP2 interaction inhibition; FITC-arrestin peptide / GST-AP2 beads, flow cytometry; AP2 beta2 appendage carries R879A mutation; 0.31% of 340,000 active; AID 504490; inhibition, % at 10 µM;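 active = inhibition above a set limit, near 3 SD of compounds lacking own fluorescence, cut at about 54% in these data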;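 also: plate controls were DMSO wells for no effect and 5 µM unlabelled arrestin peptide for full effect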
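System: GST-AP2 R879A glutathione beads; medium: PBS, Tween 20 0.05%, BSA 0.1%; reagent: fluorescein-tagged arrestin peptide at 50 nM final; schedule: pre-incubation 12 min, peptide binding 1 h, room temperature; detection: flow cytometry, FL1 (488/535 nm); read-out: inhibition as reduced fluorescein signal on beads, percent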
Cardiac RTF inh: cardiac RTF calcium desensitization | P19429+P45379 | IANBD-labeled cardiac RTF, Ca2+ fluorescence | inhibition, % at 7.15 µM | 0.12% of 340,000 active | AID 493244;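 active = inhibition above the mean inhibition of all tested compounds plus 3 SD, cut at about 17% in these data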;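 also: assay run at fixed EC70 calcium of 1.6 mM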
SR-BI DiI inh: mouse SR-BI HDL lipid transfer inhibition; Q61009; ldlA[mSR-BI] CHO cells, DiI-HDL uptake fluorescence, 3 h; inhibition, % at 12.5 µM; 0.96% of 320,000 active;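 active = mean replicate inhibition of at least 70% and a set share of replicates each scoring 70 or more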;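 also: 0% = median of neutral control wells and 100% = median of positive control wells; values of inactives mirror those of a sister screen read the other way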
Numbers without * were called inactive; · = not tested or not shown.

SMILES	PKA-R2B activ	NSD2 inh	C-LANA FP	Keap1 Nrf2 FP	SR-BI uptake up	DAGLB inhibitor	PvdQ inh	Arr AP2 block	Cardiac RTF inh	SR-BI DiI inh
CN1C(=O)/C(=C\c2ccccc2OCc2ccccc2)SC1=S	1	-3	-0.6	-1	-8	1	-12	1	1	8
O=[N+]([O-])c1cccc(COc2cccc(CO)c2)c1	3	·	3.6	2	-4	-7	-12	0	-5	4
CCOc1ccc(C2c3c(oc4ccccc4c3=O)C(=O)N2CCCN2CCOCC2)cc1 (configuration not stated)	3	3	-0.1	1	3	-1	-9	8	-7	-3
CSCCC(NC=C1C(=O)OC(C)(C)OC1=O)C(=O)O (configuration not stated)	1	-2	-0.1	-7	14	-4	3	2	17	-14
CCCCc1nc2cc(C(=O)NCc3cn(C)nc3C)ccc2o1	0	-5	0.9	1	9	3	-10	5	0	-9
Cc1cc(C(=O)N/N=C2\CCCC(=O)C2)c(C)n1-c1ccccc1	3	2	-0.7	1	10	-5	-5	-5	2	-10
C/C(=C/C(=O)Nc1cccc(F)c1)N1CCCC1	-4	3	-0.3	-8	9	0	-13	3	-15	-9
COCCN1C(=O)C(=O)/C(=C(/O)c2ccc3c(c2)OCCO3)C1c1ccc(C(=O)OC)cc1 (configuration not stated)	-12	0	-0.5	-3	36	3	9	9	-24	-36
O=C(CCCOc1ccc(Cl)cc1Cl)NCC1CCCO1 (configuration not stated)	2	-4	-0.7	0	1	1	-17	-2	-12	-1
O=c1oc2c(CN3CCN(CCO)CC3)c(O)ccc2cc1-c1ccccn1	-15	·	1.1	-2	15	-1	-25	-3	1	21
CC(=O)c1cccc(OCc2cc(C(=O)NC3CCN(Cc4ccccc4)CC3)no2)c1	-3	0	-1.4	-2	-28	1	-9	-5	-5	28
Cn1ncc(C(=O)Nc2ccc(Cl)cc2)c1C(F)(F)F	·	4	-1.9	4	-9	·	-8	9	·	9
CN(c1ccc(C(=O)NCC2CCCO2)cc1)S(C)(=O)=O (configuration not stated)	8	-5	0.5	-3	1	2	-10	-7	-3	-1
O=CNc1ccc2c3c(cccc13)-c1ccccc1-2	-1	·	2.9	-5	-14	-1	-11	-12	0	14
COC(=O)c1ccc(OCC2c3cc(OC)c(OC)cc3CCN2C(C)=O)cc1 (configuration not stated)	1	-1	-1.0	0	5	0	-16	-5	-5	-5
Cc1ccc(N(CC(=O)N2CCc3ccccc32)S(=O)(=O)c2cccs2)cc1	1	1	-0.2	4	-20	-2	-7	4	-7	20
C=CCc1cccc2cc(C(=O)NC)c(=O)oc12	-9	0	-3.3	-2	7	-1	-7	0	3	-7
Cc1ccccc1OCC(=O)N/N=C/c1cccc(Oc2ccc([N+](=O)[O-])cc2[N+](=O)[O-])c1	-12	-3	0.4	-3	-23	-3	-5	15	-14	23
O=C(Nc1ccc2nsnc2c1)c1cccs1	-4	-9	-0.7	3	19	0	-9	9	1	-19
CCOC(=O)C1=NOC2C3CC(C12)C1C(=O)N(CCc2ccc(OC)c(OC)c2)C(=O)C31 (configuration not stated)	0	0	0.3	-2	·	2	-17	-4	-6	·
COc1cc(CN2CCCCCC2)cc(Br)c1O	-6	5	-0.5	-6	31	0	-10	2	-3	-31
COc1cc(CC(=O)OCC(=O)NC(C)c2ccccc2)cc(OC)c1OC (configuration not stated)	-1	0	1.0	-3	-4	-6	10	19	-7	4
Cc1ccc2oc(=O)n(Cc3ccc(OC(C)C)cc3)c2c1	-4	-7	-1.4	-2	6	-8	-4	1	7	-6
CCCCOc1ccccc1NC(=O)c1scc2c1OCCO2	-11	·	-0.6	-3	-54	-13	-17	11	-10	54
O=C(NC(Cc1ccccc1)C(=O)O)C1CCN(S(=O)(=O)c2cccc(C(F)(F)F)c2)CC1 (configuration not stated)	1	0	-0.3	-3	-19	2	-18	-15	-1	19
Oc1ccc(Cl)cc1CNn1cnnc1	4	-2	0.7	1	9	2	-6	5	-7	-9
Clc1cccc(Cl)c1CN1CCN(c2ncccn2)CC1	-3	-2	-0.8	-5	18	-4	-13	-1	-9	-18
O=C1c2cccnc2C(Nc2ccccc2Br)N1Cc1ccco1 (configuration not stated)	-11	·	-0.1	-2	14	-1	-6	7	-2	-14
CN(CCO)CCOCCOc1cccc2ccccc12	-1	8	-0.2	-4	·	-3	7	11	-12	·
COc1ccc(S(=O)(=O)N(C)c2ccc(C(=O)N3CCCCC3)cc2)cc1OC	-5	·	0.3	5	-24	0	-8	-4	-4	24

Arranged by molar mass (high to low): 13 of the compounds above
SMILES	PKA-R2B activ	NSD2 inh	C-LANA FP	Keap1 Nrf2 FP	SR-BI uptake up	DAGLB inhibitor	PvdQ inh	Arr AP2 block	Cardiac RTF inh	SR-BI DiI inh
O=C(NC(Cc1ccccc1)C(=O)O)C1CCN(S(=O)(=O)c2cccc(C(F)(F)F)c2)CC1 (configuration not stated)	1	0	-0.3	-3	-19	2	-18	-15	-1	19
Cc1ccccc1OCC(=O)N/N=C/c1cccc(Oc2ccc([N+](=O)[O-])cc2[N+](=O)[O-])c1	-12	-3	0.4	-3	-23	-3	-5	15	-14	23
CCOC(=O)C1=NOC2C3CC(C12)C1C(=O)N(CCc2ccc(OC)c(OC)c2)C(=O)C31 (configuration not stated)	0	0	0.3	-2	·	2	-17	-4	-6	·
COc1ccc(S(=O)(=O)N(C)c2ccc(C(=O)N3CCCCC3)cc2)cc1OC	-5	·	0.3	5	-24	0	-8	-4	-4	24
Cc1ccc(N(CC(=O)N2CCc3ccccc32)S(=O)(=O)c2cccs2)cc1	1	1	-0.2	4	-20	-2	-7	4	-7	20
COC(=O)c1ccc(OCC2c3cc(OC)c(OC)cc3CCN2C(C)=O)cc1 (configuration not stated)	1	-1	-1.0	0	5	0	-16	-5	-5	-5
COc1cc(CC(=O)OCC(=O)NC(C)c2ccccc2)cc(OC)c1OC (configuration not stated)	-1	0	1.0	-3	-4	-6	10	19	-7	4
CCCCOc1ccccc1NC(=O)c1scc2c1OCCO2	-11	·	-0.6	-3	-54	-13	-17	11	-10	54
Clc1cccc(Cl)c1CN1CCN(c2ncccn2)CC1	-3	-2	-0.8	-5	18	-4	-13	-1	-9	-18
COc1cc(CN2CCCCCC2)cc(Br)c1O	-6	5	-0.5	-6	31	0	-10	2	-3	-31
Cc1ccc2oc(=O)n(Cc3ccc(OC(C)C)cc3)c2c1	-4	-7	-1.4	-2	6	-8	-4	1	7	-6
C=CCc1cccc2cc(C(=O)NC)c(=O)oc12	-9	0	-3.3	-2	7	-1	-7	0	3	-7
Oc1ccc(Cl)cc1CNn1cnnc1	4	-2	0.7	1	9	2	-6	5	-7	-9

More results.
SMILES	PKA-R2B activ	NSD2 inh	C-LANA FP	Keap1 Nrf2 FP	SR-BI uptake up	DAGLB inhibitor	PvdQ inh	Arr AP2 block	Cardiac RTF inh	SR-BI DiI inh
COc1ccc(C)cc1NC(=O)CN1CCN(S(=O)(=O)c2ccc(Cl)cc2)CC1	-3	·	0.2	-3	17	-2	-14	-10	-4	-17
CCOc1ccc(N(CC(=O)N2CCCCC2)S(=O)(=O)c2ccc(Cl)cc2)cc1	-2	-7	-3.2	-8	7	-3	-8	-11	-14	-7
O=C(NCc1n[nH]c(=S)n1Cc1ccccc1)c1ccc(Cl)cc1Cl	-13	-1	-0.1	0	6	2	-11	-17	-5	-6
COc1cc2nc(COc3ccccc3[N+](=O)[O-])oc(=O)c2cc1OC	-8	-1	-1.0	-3	13	0	-7	6	-7	-13
CCOc1cc(-c2nccc3cc(OC)c(OC)cc23)cc(OCC)c1OCC	1	-1	3.6	-3	-28	-3	-18	5	0	28
CC(C)NC(=O)C1(N2C(=O)c3ccccc3C2=O)CCCC1	-13	-2	0.8	-3	24	3	1	-1	6	-24
CCc1nnc(NC(=O)CSCc2cc(=O)n3cc(C)sc3n2)s1	-4	-1	1.5	-4	3	0	-7	7	1	-3
COC(=O)c1ccc(CNC(=O)c2ccc(OCC(=O)N3CCOCC3)c(OC)c2)cc1	-16	2	-1.2	-1	14	-1	-9	-7	-2	-14
CC(=O)N/C(=C\c1ccccc1)C(=O)OCc1cccc(S(=O)(=O)N(C)C)c1	-1	3	1.4	-1	4	-5	-15	7	-3	-4
COC(=O)c1ccc(CSc2nccn2C)cc1	-3	-6	-0.5	-6	14	1	-22	-9	0	-14
Cc1cc(C)c(CN2CCN(C(=O)Cn3ccc(N)nc3=O)CC2)c(C)c1	-11	·	2.2	-2	-8	-1	16	10	0	8
COc1ccc(N(CC(=O)N2CCN(c3cccc(Cl)c3)CC2)S(=O)(=O)c2c(C)noc2C)cc1	3	1	1.4	-1	3	-4	-15	11	6	-3
Cn1c(C2=C(O)CN(Cc3ccccc3)C2=N)nc2ccccc21	0	0	0.0	-3	11	-1	2	-30	-13	-11
CCCOc1ccc(-c2c(C(=O)N/N=C/c3ccsc3)nnn2-c2nonc2N)cc1	1	-1	-0.9	1	-52	-1	-12	-5	-7	52
CC(C)(CO)CNC(=O)c1ccc(OC2CCN(C(=O)C3CC3)CC2)cc1	-5	-4	-0.1	-2	25	0	2	18	16	-25
CCOC(=O)/C(C#N)=C1\C(=O)N(Cc2ccccc2)c2ccccc21	2	·	0.0	-2	2	-1	-8	16	-10	-2
Cc1cc(C)n(CC(O)COc2ccccc2C)n1 (configuration not stated)	2	·	1.3	3	0	-4	-12	-25	-10	0
COc1ccc(/C=C(/NC(=O)c2ccccc2)C(=O)NCc2ccncc2)cc1	8	2	-0.7	-1	3	-1	8	26	4	-3
Cc1nnc(NC(=O)CSc2nc(CC(C)C)nc3c2c(=O)n(C)c(=O)n3C)s1	-2	-1	-0.1	-4	-53	-1	-14	-8	3	53
Cc1ccc(NC(=O)c2c(F)cccc2Cl)cc1S(=O)(=O)N1CCOCC1	3	-2	-0.5	-2	-12	0	-12	5	-4	12
CC(C)C[C@H](NC(=O)c1[nH]cnc1C(=O)N[C@@H](C)C(=O)OCc1ccccc1)C(=O)OCc1ccccc1	-3	·	2.0	2	1	-10	-5	-2	-10	-1
CC(=O)Nc1ccc2c(c1)CN(c1cc(C)ccc1C)CO2	-2	1	-0.8	6	-23	3	6	31	4	23
